USP17 block – inhibitors of human USP17 deubiquitinase; A8MUK1; purified USP17, Ub-rhodamine cleavage fluorescence, 3 h; inhibition, % at 50 µM; hit rate 6.5% among 47,000; AID 1645855
Target sequence (A8MUK1 whole entry, looked up): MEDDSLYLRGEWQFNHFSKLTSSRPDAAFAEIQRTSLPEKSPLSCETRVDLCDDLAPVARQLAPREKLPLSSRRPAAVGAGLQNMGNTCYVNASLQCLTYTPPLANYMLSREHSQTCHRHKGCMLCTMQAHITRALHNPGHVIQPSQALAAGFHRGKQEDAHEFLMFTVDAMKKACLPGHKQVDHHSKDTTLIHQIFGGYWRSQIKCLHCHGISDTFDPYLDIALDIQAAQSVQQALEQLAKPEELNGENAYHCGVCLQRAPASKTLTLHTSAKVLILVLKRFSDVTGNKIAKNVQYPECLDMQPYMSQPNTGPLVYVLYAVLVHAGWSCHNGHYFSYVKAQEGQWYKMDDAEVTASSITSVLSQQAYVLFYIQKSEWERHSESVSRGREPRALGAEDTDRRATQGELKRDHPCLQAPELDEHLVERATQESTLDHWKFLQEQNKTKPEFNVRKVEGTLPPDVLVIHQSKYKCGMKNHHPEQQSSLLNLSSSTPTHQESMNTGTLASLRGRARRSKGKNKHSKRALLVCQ
OTUD3 block – blocks human OTUD3 ubiquitin-rhodamine cleavage; Q5T2D3; purified OTUD3, Ub-rhodamine fluorescence, 2 h; inhibition, % at 25 µM; hit rate 0.7% among 47,000; AID 1645858
USP7 block – inhibitors of human USP7 deubiquitinase | Q93009 | purified USP7, Ub-rhodamine cleavage fluorescence | inhibition, % at 20 µM | hit rate 0.3% among 47,000 | AID 1645854
USP8 block – human USP8 deubiquitinase inhibition; P40818; purified USP8, Ub-rhodamine cleavage fluorescence, 30 min; inhibition, % at 20 µM; hit rate 4.2% among 47,000; AID 1645853
USP28 inh – human USP28 deubiquitinase inhibition; purified USP28, Ub-rhodamine cleavage fluorescence, 30 min; inhibition, % at 25 µM; Q96RU2; hit rate 3% among 47,000; AID 1645857
UCHL1 block – blocks human UCHL1 ubiquitin-rhodamine cleavage; hit rate 0.2% among 47,000; inhibition, % at 20 µM; purified UCHL1, Ub-rhodamine cleavage fluorescence
USP30 block – inhibitors of human USP30 deubiquitinase. hit rate 5.3% among 47,000. AID 1645860. inhibition, % at 25 µM. purified USP30, Ub-rhodamine cleavage fluorescence. Q70CQ3
Target sequence (Q70CQ3 whole entry, looked up): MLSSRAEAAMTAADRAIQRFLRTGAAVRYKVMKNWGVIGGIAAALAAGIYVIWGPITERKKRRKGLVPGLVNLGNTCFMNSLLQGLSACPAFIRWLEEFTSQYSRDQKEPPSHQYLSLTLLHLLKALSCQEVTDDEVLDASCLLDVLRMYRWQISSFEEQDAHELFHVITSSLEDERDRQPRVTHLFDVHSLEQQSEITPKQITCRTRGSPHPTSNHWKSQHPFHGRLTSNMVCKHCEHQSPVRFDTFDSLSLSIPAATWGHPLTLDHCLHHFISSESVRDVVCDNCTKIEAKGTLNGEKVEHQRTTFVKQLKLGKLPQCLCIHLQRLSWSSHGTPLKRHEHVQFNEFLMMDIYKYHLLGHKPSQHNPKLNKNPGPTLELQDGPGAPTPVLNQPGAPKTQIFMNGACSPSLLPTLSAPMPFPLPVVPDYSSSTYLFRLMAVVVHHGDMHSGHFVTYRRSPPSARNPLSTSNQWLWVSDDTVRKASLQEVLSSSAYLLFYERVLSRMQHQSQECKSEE
USP10 block – inhibitors of human USP10 deubiquitinase; purified USP10, Ub-rhodamine fluorescence, 60 min; inhibition, % at 20 µM; hit rate 1.1% among 47,000; AID 1645856
Numbers without * were called inactive; · = not tested or not shown. Cut-off read from the data, not from the text of the source: active = inhibition above about 30%; inactive = the rest. Compounds were not picked by outcome (roughly 14% active in at least one column).

Start of the data: the first 10 compounds, ahead of the listing:
SMILES | USP17 block | OTUD3 block | USP7 block | USP8 block | USP28 inh | UCHL1 block | USP30 block | USP10 block
COc1ccc(Nc2c3c(nc4ccc(NC(=O)c5cncc(Br)c5)cc24)CCCC3)cc1OC | 0 | -11 | 7 | 6 | 5 | 7 | -9 | 7
CC(C)n1c(=O)c2cn(S(=O)(=O)c3cccc(F)c3)nc2n(C(C)C)c1=O | 1 | -2 | 5 | 4 | -5 | 2 | -13 | 1
Cc1nc2ccn(Cc3ccco3)c(=O)c2cc1C(=O)NCc1cccs1 | 5 | -4 | 0 | 6 | 30* | 1 | 10 | 3
CN1C[C@@]23CN(C(=O)c4ccccn4)C[C@@H](C[C@@H]2S1(=O)=O)O3 | 2 | 4 | 3 | 13 | 2 | 0 | 9 | 1
CC1(C)COc2ccc(NS(=O)(=O)c3ccccc3F)cc2NC1=O | -15 | -2 | -22 | -2 | 0 | 1 | -12 | -2
O=C(c1ccc(F)cc1F)N1CCN(Cc2nnnn2-c2cccc(F)c2)CC1 | -9 | -4 | 1 | -5 | -5 | 1 | -3 | 2
CC(=O)NC(Cc1ccc(F)c(F)c1)C(=O)NC1CCN(c2nnnn2-c2ccccc2)CC1 (stereo not drawn) | -4 | -5 | -11 | -15 | -7 | -2 | 8 | 0
CCN(Cc1ccc(OC)cc1)S(=O)(=O)c1ccc(OC)c(-c2noc(C)n2)c1 | -2 | -10 | 4 | 4 | -19 | 3 | -3 | -1
Cc1cccc(-n2cnc3cc(C(=O)NCc4ccccn4)ccc32)c1 | -30 | -14 | -7 | -9 | -19 | -6 | -114 | -11
CC1(C)C2CCC1(CS(=O)(=O)Nc1ccc(C(N)=O)cc1)C(=O)C2 (stereo not drawn) | 13 | 6 | 4 | 0 | · | 4 | · | 0

Results, from the start:
SMILES | USP17 block | OTUD3 block | USP7 block | USP8 block | USP28 inh | UCHL1 block | USP30 block | USP10 block
COc1ccc(Nc2c3c(nc4ccc(NC(=O)c5cncc(Br)c5)cc24)CCCC3)cc1OC | 0 | -11 | 7 | 6 | 5 | 7 | -9 | 7
CC(C)n1c(=O)c2cn(S(=O)(=O)c3cccc(F)c3)nc2n(C(C)C)c1=O | 1 | -2 | 5 | 4 | -5 | 2 | -13 | 1
Cc1nc2ccn(Cc3ccco3)c(=O)c2cc1C(=O)NCc1cccs1 | 5 | -4 | 0 | 6 | 30* | 1 | 10 | 3
CN1C[C@@]23CN(C(=O)c4ccccn4)C[C@@H](C[C@@H]2S1(=O)=O)O3 | 2 | 4 | 3 | 13 | 2 | 0 | 9 | 1
CC1(C)COc2ccc(NS(=O)(=O)c3ccccc3F)cc2NC1=O | -15 | -2 | -22 | -2 | 0 | 1 | -12 | -2
O=C(c1ccc(F)cc1F)N1CCN(Cc2nnnn2-c2cccc(F)c2)CC1 | -9 | -4 | 1 | -5 | -5 | 1 | -3 | 2
CC(=O)NC(Cc1ccc(F)c(F)c1)C(=O)NC1CCN(c2nnnn2-c2ccccc2)CC1 (stereo not drawn) | -4 | -5 | -11 | -15 | -7 | -2 | 8 | 0
CCN(Cc1ccc(OC)cc1)S(=O)(=O)c1ccc(OC)c(-c2noc(C)n2)c1 | -2 | -10 | 4 | 4 | -19 | 3 | -3 | -1
Cc1cccc(-n2cnc3cc(C(=O)NCc4ccccn4)ccc32)c1 | -30 | -14 | -7 | -9 | -19 | -6 | -114 | -11
CC1(C)C2CCC1(CS(=O)(=O)Nc1ccc(C(N)=O)cc1)C(=O)C2 (stereo not drawn) | 13 | 6 | 4 | 0 | · | 4 | · | 0
O=C(c1cnn2cccnc12)N1Cc2nccn2CC1c1ccccc1 (stereo not drawn) | 12 | 4 | 3 | 23 | 10 | 4 | 20 | 0
Cc1ccc(OCC(=O)N2CC[C@@H]3CN(CCc4ccccc4)S(=O)(=O)[C@@H]3CC2)cc1 | -14 | -6 | -5 | -19 | -8 | 0 | 5 | -1
COc1ccccc1Cc1nc(-c2cn(-c3ccccc3)nn2)no1 | -5 | -2 | -7 | 2 | 0 | -1 | 5 | -7
O=C(NCc1ccco1)c1ccc(SCCN2CCCCC2)nc1 | -1 | -23 | -8 | 3 | -21 | -8 | -122 | -4
CC(C)c1ccc(NC(=O)C2C3C=CC4(O3)C2C(=O)N(CCCN2CCCCC2)C4C(=O)NC2CCCCC2)cc1 (stereo not drawn) | -7 | -7 | -6 | -6 | -7 | -1 | -10 | -1
COc1cc(OC)nc(Oc2ccccc2-c2noc(C)n2)n1 | 3 | 13 | 9 | 21 | 3 | 2 | 12 | -1
CCCOc1ccc(C2Nc3ccccc3S(=O)(=O)N2Cc2ccccc2)cc1OCC (stereo not drawn) | 9 | 6 | -1 | 10 | 6 | 3 | 11 | 4
O=C(c1n[nH]c2ccccc12)N1CCOC(c2cnccn2)C1 (stereo not drawn) | 6 | 7 | 3 | 6 | 0 | 0 | 19 | 2
Cc1ccccc1C1CCCN1C(=O)c1cc(C(C)C)on1 (stereo not drawn) | -5 | -6 | -5 | -7 | -6 | -2 | -6 | -1
CCc1ccccc1NCc1cc(=O)n2c(C)csc2n1 | -17 | -19 | -8 | -8 | -26 | -5 | -94 | -4
Cc1cccc(NC(=O)c2ccc(N3CCCC3)nn2)n1 | -3 | 0 | 0 | -6 | 11 | 2 | 5 | -2
O=C(COc1ccc(Br)cc1)Oc1ccc(-n2cnnn2)cc1 | -6 | -4 | -33 | 11 | -6 | -1 | -18 | 1
CC1=CS(=O)(=O)c2ccc(Cl)cc21 | -12 | -6 | 0 | -8 | -11 | 0 | -12 | 0
COc1cc(C(=O)Oc2ccc3ccc(=O)oc3c2)cc(OC)c1OC | 21 | 11 | 0 | -32 | 18 | 2 | 45* | 0
Cn1cncc1CN1CCC2(CC1)CN(c1ncccn1)c1ccccc12 | -8 | 1 | -1 | -42 | 6 | 2 | -2 | -3

The listing continues:
SMILES | USP17 block | OTUD3 block | USP7 block | USP8 block | USP28 inh | UCHL1 block | USP30 block | USP10 block
Cn1nc(C(=O)N2CCC(c3ccccc3)C2)c2c1-c1ccsc1CC2 (stereo not drawn) | 46* | 18 | -12 | 74* | 29 | 8 | 32* | 17
O=C(c1cnco1)N1CCCCC1c1ncc(Cc2ccccc2)o1 (stereo not drawn) | -11 | 1 | -1 | -64 | -5 | -1 | -18 | -5
CN(Cc1ccccc1)C(=O)c1nc(-c2cnccn2)no1 | -8 | 17 | -2 | -33 | 8 | -1 | 10 | 2
COc1ccccc1NC(=O)CN1CCc2ccccc2C1 | 0 | 16 | 5 | -1 | 10 | 2 | 20 | 1
COc1ccc(CNc2nn3c(-c4cncc(OC)c4)cnc3s2)cc1 | -1 | 0 | 5 | 6 | 48* | -2 | 100* | 4
O=C(C1CCN(c2ncccc2-c2nc(-c3ccccc3)no2)CC1)N1CCOCC1 | 2 | 2 | 3 | 2 | 0 | 5 | 5 | -1
O=C(c1ccncc1)N1C[C@H]2C[C@H]3[C@](C1)(CN(Cc1ccccc1)S3(=O)=O)O2 | -17 | -7 | 1 | -41 | -12 | -2 | -4 | 1
CC1COc2ccccc2N1C(=O)c1ccc(F)cc1 (stereo not drawn) | 1 | -1 | 1 | 1 | -4 | -2 | -2 | 0
O=C(Cn1cnc2cc3c(cc21)OCCCO3)NCCc1ccccc1 | 0 | -5 | -19 | 23 | -5 | -9 | -65 | -2
CCCOc1ccc(S(=O)(=O)Nc2ccc3cn[nH]c3c2)c2ccccc12 | 5 | -8 | -13 | 17 | 1 | 5 | -18 | -1
O=C(O)c1sc2cc(C(F)(F)F)cnc2c1-c1ccco1 | -74 | -78 | -41 | -6 | -32 | -15 | -472 | -4
Cc1ccsc1CN(C(=O)COc1ccc([N+](=O)[O-])cc1)C1CCS(=O)(=O)C1 (stereo not drawn) | -13 | 9 | -7 | -97 | 2 | 5 | 4 | 4
Cc1nc(C2CN(Cc3ccnc(N4CCCC4)n3)CCO2)cc(=O)[nH]1 (stereo not drawn) | -8 | -8 | -3 | 1 | -8 | -4 | -37 | -6
COc1cc(/C=C2\Oc3cc(OCC=C(C)C)ccc3C2=O)cc(OC)c1OC | -40 | -31 | -3 | -3 | -26 | -6 | -168 | -4
Cc1ccc(NC(=O)CN2c3ccc(F)cc3-c3ccccc3S2(=O)=O)c(C)c1 | 6 | 0 | -11 | 10 | 14 | 5 | 19 | 5
O=C(c1cscn1)N1CCOCC(Cc2ccc3[nH]ncc3c2)C1 (stereo not drawn) | -7 | 3 | 0 | -2 | -1 | -2 | 8 | -2
COc1ccc(C)cc1NC(=O)CN1CCCCCC1 | 0 | 2 | -2 | -49 | -2 | 0 | -63 | 2
N#Cc1ccc(C(=O)c2nnc(-c3ccccc3Cl)o2)cc1 | 8 | 10 | 5 | 19 | 11 | 3 | 14 | -1
c1ccc2c(c1)ncn2CC1CCCNC1 (stereo not drawn) | 11 | 11 | 1 | 1 | 0 | -3 | 10 | 0
CCC(C(=O)Nc1ccc(C)c(Cl)c1)(C(F)(F)F)C(F)(F)F | 0 | 0 | 11 | 0 | 5 | 7 | 5 | 5
O=C(c1ccccc1)N1CC[C@@H]2CN(C(=O)C3CCCCC3)[C@@H]2C1 | 0 | -11 | -3 | 8 | -9 | -1 | -10 | 0
Cn1c(=O)c(-c2ccc(C(=O)NCc3ccc(F)cc3F)cc2)nc2cccnc21 | 13 | 16 | 2 | 15 | 12 | 0 | 12 | -3
CCCOc1ccc(-c2ccc(-c3nc(CCC)no3)cc2)cc1 | 13 | 10 | 4 | 21 | 3 | 2 | 17 | 0
O=C(O)CC1(CC(=O)NCc2cccc(Cl)c2)CCCCC1 | 4 | -3 | 1 | 6 | -15 | 0 | -6 | 0
Cc1nc(-c2ccccc2)sc1-c1nc(-c2ccccc2)ncc1S(=O)(=O)c1ccccc1 | 0 | 0 | 4 | 63* | -4 | 1 | 2 | 1

(continued)
SMILES | USP17 block | OTUD3 block | USP7 block | USP8 block | USP28 inh | UCHL1 block | USP30 block | USP10 block
O=C(c1ccc[nH]1)N1CCC2(CC1)CC(c1cccnc1)c1ccccc12 (stereo not drawn) | 19 | 2 | -2 | -106 | 14 | 1 | 19 | -1
Cc1ccc(-c2nc3c(c(SCC(=O)c4ccccc4)n2)COC(C)(C)C3)cc1 | 9 | 6 | 13 | 10 | 4 | 5 | 16 | 4
O=C(NCC(c1cccnc1)N1CCc2ccccc21)c1ccc2c(c1)OCO2 (stereo not drawn) | · | 5 | 7 | 20 | 5 | 0 | 6 | 0
COC(=O)c1ccc(CNC(=O)c2ccc(Oc3ccccc3)cc2)cc1 | 12 | 12 | 2 | 34* | 15 | 3 | 13 | 12
Cc1nc(SCC(=O)NC2CCCCC2)c2oc3ccccc3c2n1 | -11 | -4 | -2 | 2 | · | -5 | · | 3
CC(NC(=O)C1CCN(c2cnc3nccnc3c2)CC1)c1ccccc1 (stereo not drawn) | -119 | -99 | -35 | -80 | -112 | -34 | -381 | -6
O=c1[nH]c(C2CCN(S(=O)(=O)c3ccc(S(=O)(=O)NC4CCCC4)cc3)CC2)nc2c1nnn2Cc1cccc(Cl)c1 | 23 | 2 | 10 | -12 | 38* | 6 | 59* | 37*
C[C@]12C[C@H](C[C@H]3C(=O)O[C@H](c4ccoc4)[C@@H](OC(=O)c4ccccc4)[C@H]31)OC2=O | 7 | 0 | 1 | 6 | 0 | 2 | 22 | 4
CCCN1CNc2c(c(=O)[nH]c(=O)n2-c2ccc(F)cc2)C1 | -1 | 5 | 2 | -1 | 2 | 3 | 16 | 0
Cc1nn(-c2ccccc2)c2c1C1(C(=O)Nc3ccccc31)C(C#N)=C(N)O2 (stereo not drawn) | -4 | 9 | 19 | 2 | 7 | 4 | -13 | 1
O=C(Cn1c(CN2CCOCC2)nc2ccccc2c1=O)NCc1ccc(Cl)cc1 | -5 | 2 | -13 | -2 | -6 | -1 | -13 | -2
CC(=O)N1[C@@H](CNC(=O)c2ccccn2)C[C@@]2(C)[C@@H](O)CCCC[C@@H]12 | -2 | -1 | 1 | -11 | 2 | -2 | 3 | -1
Cc1nn(-c2ccccc2)c(Cl)c1C(=O)NCCNc1ncnc2sc3c(c12)CCCC3 | 10 | -6 | -1 | 0 | -9 | 4 | 2 | -3
Cn1cccc1C(=O)N1CCOC2(CCCN(c3ccccn3)C2)C1 (stereo not drawn) | -8 | -7 | 0 | -47 | -15 | -4 | -13 | -1
Cc1ccc(-n2nnc(C(=O)NC3CCCCC3)c2N)cc1 | 53* | 5 | 0 | 0 | 0 | 0 | 2 | 2
Cc1noc(C)c1C(=O)N1CCc2sccc2C1C (stereo not drawn) | 0 | 0 | -6 | 3 | · | 0 | · | 2
O=C(Nc1ccccc1C(F)(F)F)C1CN(C(=O)c2ccc3c(c2)OCO3)C1 | 7 | 14 | 5 | -4 | 11 | 3 | 12 | 3
Cc1cccc(S(=O)(=O)N2CCC3(C2)C(=O)N(C)c2ccccc23)c1 (stereo not drawn) | -46 | -12 | -7 | -236 | -13 | 1 | -26 | -4
O=C(/C=C/c1ccc(Cl)cc1)NCc1ccncc1 | -5 | 0 | 2 | 4 | -1 | 3 | -1 | 5
Cn1cc(CCC(=O)N2C[C@@H](c3ccccc3F)[C@@]3(CCCC(=O)N3)C2)c2ccccc21 | 1 | 0 | 2 | 0 | 0 | 2 | 1 | -2
COc1cccc(NC(=O)N2CCC(c3cc(OC)no3)CC2)c1 | 2 | 12 | 4 | 16 | 13 | 1 | 10 | 2

Bioassay records from PubChem.
